Bioassay records as filed in PubChem.
BRCT PPI red – inhibitors of human BRCA1 BRCT-phosphoprotein interaction (red fluorophore); actives 0.03% (n = 75,000); BRCT-phosphopeptide binding, red fluorescence polarization; AID 892; P38398; Potency, µM (top dose mostly 76.9 µM), without a hit: at the highest dose activity change, negative = inhibition, actives largely listed as inhibitors; note: % is set by controls: 0 for no effect and ±100 for the full control effect
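Rhodamine-labelled pBACH1 10-mer (100 nM) bound to BRCT domain (100 nM) at pH 7.3; compounds incubated 12 min room temperature, polarization read. Free peptide defines full inhibition; unlabelled decapeptide titrated as control.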
4-MU autofl – compound fluoresces in the 4-MU spectral region; compound autofluorescence, 340/450 nm, 4-MU equivalents; stronger effect = higher value; max dye-equivalent concentration, M; actives 11% (n = 59,000); AID 589; in the data active = max dye-equivalent concentration above about 10 nM; inconclusive = mostly about 1.1 nM to 9.6 nM
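Intrinsic fluorescence at 340/450 nm (ex/em) was read after 15 min at room temperature in pH 8.0, 100 mM Tris. Each compound concentration expressed as 4-MU-equivalent concentration from a six-point 4-MU standard series on each plate.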
Epigenetic mod – derepresses silenced GFP locus in mouse C127i cells. mouse C127i GFP locus derepression, cytometry, 30 h. Potency, µM (doses to about 46.1 µM), for inactives: top-dose GFP derepression (activation). actives 0.09% (n = 68,000); note: % of control where 0% means no effect
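Locus derepression in mouse mammary C127i cells whose integrated CMV-GFP reporter is normally silent; GFP expression after 30 h compound treatment was quantified by counting fluorescent cells.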
A350 fluor – compound fluoresces in the Alexa 350 spectral region; Compound autofluorescence, 340/450 nm, Alexa 350 dye-equivalents; stronger effect = higher value; AID 590; actives 11% (n = 59,000); max dye-equivalent concentration, M; in the data active = max dye-equivalent concentration above about 10 nM; inconclusive = mostly about 1.1 nM to 9.6 nM
ALOX15 inhib – inhibitors of human 15-lipoxygenase (ALOX15); purified 15hLO-1, xylenol orange hydroperoxide absorbance; Potency, µM (highest dose often 57.1 µM), for the others: top-dose activity change, negative = inhibition, hits mostly inhibitors; actives 1.4% (n = 74,000); note: potency is the fitted concentration of half-maximal effect; % is set by controls: 0 for no effect and ±100 for the full control effect; nearly all actives have a fitted effect of over 55% in size
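Compounds were preincubated 15 min at room temperature with 40 nM purified human enzyme (25 mM Hepes pH 7.5, 0.01% Triton X-100); 50 uM arachidonic acid reacted 6 min. Fe-xylenol orange detection, 30 min, absorbance ratio 573/405 nm.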
BRCT inh green – inhibitors of human BRCA1 BRCT-phosphoprotein interaction (green fluorophore); AID 875; P38398; actives 0.05% (n = 75,000); BRCA1 BRCT-phosphopeptide binding, green fluorescence polarization; Potency, µM (doses to about 76.9 µM), inactives show at the top dose activity change, negative = inhibition, hits mostly inhibitors;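 note: potency is the fitted concentration of half-maximal effect; plate controls were peptide without protein for full effect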
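Fluorescence polarization: His-tagged BRCT (~35 kDa BRCA1 C-terminus, 250 nM) bound to 100 nM fluorescein-labeled phosphorylated 10-aa BACH1 peptide, pH 7.3 phosphate buffer with DTT and Tween 20. Compounds incubated 12 min at room temperature; inhibition read as lowered polarization.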
Active calls of the source: *; i = inactive; ? = inconclusive; . = not tested or not shown; & = joins results of further samples; [ ] = dose if it differs, or a comment. Unless noted, calls come from the whole dose curve; as a rule, active = well fitted curve in the direction sought with a large enough effect; inconclusive = small, poorly fitted or top-dose-only effect, or another doubt; inactive = no such curve, though single readings can be large; an effect the other way counts as inactive or inconclusive. This is a subset. The share of hits here may be higher or lower than overall.

1	CCC(=O)OC1=C2C(=Nc3c(c(=O)n(C)c(=O)n3C)C2c2ccccc2)c2ccccc21 (stereo unspecified)
2	CCCCCC(=O)N1CC2(C)CN(C(=O)CCCCC)CC(C)(C1)C2=O
3	CC(=O)Oc1ccccc1C1OC(=O)c2ccccc2N1C(C)=O (stereo unspecified)
4	COc1ccc(C(CC(=O)N2CCOCC2)C(C)C)cc1 (stereo unspecified)
5	Brc1ccc2c(c1)CNc1c(ncnc1N1CCOCC1)O2

assay / compound	1	2	3	4	5
BRCT PPI red	.	.	.	.	.
4-MU autofl	i	?	i	i	i
Epigenetic mod	5%[20.6 µM]	0%[20.6 µM]	0%[20.6 µM]	4%[20.6 µM]	2%[20.6 µM]
A350 fluor	i	?	i	i	i
ALOX15 inhib	.	.	.	.	.
BRCT inh green	.	.	.	.	.

6	N#CC1=C(N)OC2=C(C(=O)CCC2)[C@]12C(=O)N(CC(N)=O)c1ccccc12
7	c1ccc(-c2nnc3n2N=C(c2ccc4c(c2)OCO4)CS3)nc1
8	CN(C)[C@@H]1C(=O)C(C(N)=O)=C(O)[C@@]2(O)C(=O)C3=C(O)c4c(O)ccc(Cl)c4[C@@H](O)[C@H]3C[C@@H]12
9	CCNc1nc(NC(C)C)nc(N(C#N)C(C)C(=O)N(C)C)n1 (stereo unspecified)
10	CC(NC(=O)Nc1nnc(C(F)(F)F)s1)(C(F)(F)F)C(F)(F)F

assay / compound	6	7	8	9	10
BRCT PPI red	.	.	.	.	.
4-MU autofl	i	i	i	i	i
Epigenetic mod	13%[20.6 µM]	0%[20.6 µM]	-4%[20.6 µM]	-4%[20.6 µM]	2%[20.6 µM]
A350 fluor	i	i	i	i	i
ALOX15 inhib	.	.	.	.	.
BRCT inh green	.	.	.	.	.

11	Cn1c(=O)oc2cc(C(=O)c3ccccc3)ccc21
12	CCOC(=O)c1[nH]c2ccc(Br)cc2c1NC(=O)CNC
13	COCCOC(=O)c1c(C)nc(SCC(=O)Nc2ccc(C)cc2)c(C#N)c1-c1ccco1
14	O=C1OC(CO)C(O)C(O)C1O (stereo unspecified)
15	CCn1ncc(C2=NOC(C(=O)NCc3ccccc3)C2)c1C (stereo unspecified)

assay / compound	11	12	13	14	15
BRCT PPI red	.	.	.	-1.5%	-0.6%
4-MU autofl	?	i	i	.	.
Epigenetic mod	6%[20.6 µM]	10%[20.6 µM]	0%[20.6 µM]	.	.
A350 fluor	?	i	i	.	.
ALOX15 inhib	.	.	.	3%	-8%
BRCT inh green	.	.	.	-1.9%[3.08 µM]	-1.6%

16	CC1CCCN(c2nc3ccccc3nc2C(C#N)S(=O)(=O)c2ccccc2)C1 (stereo unspecified)
17	O=C(COC(=O)C(O)c1ccccc1)c1ccc2c(c1)OCCO2 (stereo unspecified)
18	CN1CCc2cccc3c2C1Cc1ccc(O)c(O)c1-3 (stereo unspecified)
19	CC(=O)Oc1ccc2c(c1)CCC1C2CC[C@]2(C)C(OC(C)=O)CCC12 (stereo partly specified)
20	CC(=O)OC1CCC2(C)C(=CCC3C2CCC2(C)C3C[C@@H]3O[C@]32C(C)=O)C1 (stereo partly specified)

assay / compound	16	17	18	19	20
BRCT PPI red	-2.1%	0.1%	-1.1%	1.2%	0.3%
4-MU autofl	.	.	.	.	.
Epigenetic mod	.	.	.	.	.
A350 fluor	.	.	.	.	.
ALOX15 inhib	-13%	-6%	?	-30%	4%[25.6 µM]
BRCT inh green	-0.2%	-2.2%	-1.5%[3.08 µM]	-0.9%[3.08 µM]	1.9%

21	CC1OC(OCC2OC(Oc3c(-c4ccc(OCCO)c(OCCO)c4)oc4cc(OCCO)cc(O)c4c3=O)C(O)C(O)C2O)[C@@H](O)C(O)C1O (stereo partly specified)
22	CC(C)CCCC(C)C1CCC2C3CC=C4CC(=O)CC[C@@]4(C)C3CC[C@@]12C (stereo partly specified)
23	O=c1cc(O)sc2ccccc12
24	CC(C)(C)NC(=O)[C@H]1CC[C@H]2[C@@H]3CC[C@H]4NC(=O)C=C[C@]4(C)[C@H]3CC[C@]12C
25	O=C(CNC(=O)c1ccco1)OCC(=O)c1ccccc1

assay / compound	21	22	23	24	25
BRCT PPI red	-4.2%	1.9%	-5.1%	-0.8%	1.3%
4-MU autofl	.	.	.	.	.
Epigenetic mod	.	.	.	.	.
A350 fluor	.	.	.	.	.
ALOX15 inhib	1%	-28%	?	6%	17%
BRCT inh green	0.7%[3.08 µM]	-4.9%	-0.8%	-0.8%	-2.0%

26	CC1(C)OC2CO[C@]3(COS(N)(=O)=O)OC(C)(C)OC3C2O1 (stereo partly specified)
27	COc1ccc(/C=N/n2c(C)nnc2C)c(OC)c1
28	Cc1cc(C(=O)Nc2nnc(C3CCCCC3)s2)cs1
29	COc1ccc(-c2oc3ccccc3c(=O)c2O)cc1
30	C=CCOC(=O)CCCC(=O)NC1CCCCC1

assay / compound	26	27	28	29	30
BRCT PPI red	0.9%	0.4%	0.1%	1.6%	4.8%
4-MU autofl	.	.	.	.	.
Epigenetic mod	.	.	.	.	.
A350 fluor	.	.	.	.	.
ALOX15 inhib	0%	3%	3%	1%[25.6 µM]	10%
BRCT inh green	-0.1%[3.08 µM]	-1.0%	-0.8%	-1.8%	1.3%

31	C=C1CCC2C(CC2(C)C)C(=O)CCC1O (stereo unspecified)
32	O=C1CN(C(=O)CCN2CCOCC2)C(c2ccccc2)c2cc(Br)ccc2N1 (stereo unspecified)
33	Cc1cc2c(cc(C(=O)NCc3cccnc3)n2Cc2ccc(Cl)cc2)o1
34	CCc1nn(C(C)C(=O)NCCN2CCN(c3cccc(C)c3C)CC2)c(=O)c2cc3occc3n12 (stereo unspecified)
35	O=C(Cc1coc(-c2ccc(F)cc2)n1)N1CCOCC1

assay / compound	31	32	33	34	35
BRCT PPI red	0.6%	1.5%	-0.7%	-0.8%	0.9%
4-MU autofl	.	.	.	.	.
Epigenetic mod	.	.	.	.	.
A350 fluor	.	.	.	.	.
ALOX15 inhib	-9%	2%	?	-19%	1%
BRCT inh green	2.7%	-1.7%	3.8%	1.7%	-0.8%

36	COc1ccc(-c2c(O)c3c(OC)c4c(cc3oc2=O)OC(C)(C)C=C4)cc1
37	Cc1ccc(-n2nc(C)c3c2OC(N)=C(C#N)C3c2ccco2)cc1 (stereo unspecified)
38	CC1CCC2C(C)(C)C3CC12CC[C@]3(C)O (stereo partly specified)
39	CC(=O)Oc1c(C)c(C)c2c(c1C)CCC(C)(CCCC(C)CCCC(C)CCCC(C)C)O2 (stereo unspecified)
40	COc1c2ccoc2cc2oc(C)cc(=O)c12

assay / compound	36	37	38	39	40
BRCT PPI red	-1.1%	-1.8%	-1.1%	-2.2%&0.7%	0.5%
4-MU autofl	.	.	.	.	.
Epigenetic mod	.	.	.	.	.
A350 fluor	.	.	.	.	.
ALOX15 inhib	-5%	?	?	9%[25.6 µM]	-2%
BRCT inh green	-3.2%	-3.4%	-7.4%	-2.4%	-3.4%

41	COc1ccccc1OCCOc1ccccc1/C=N/n1cnnc1
42	C=CCCCCCCCCCCCC(O)CC(O)CO (stereo unspecified) (tested in a mixture with another compound)
43	COC(=O)C(Cc1ccccc1)NC(=O)C(N)CC(=O)O (stereo unspecified)
44	CC(C)Oc1ccc2c(=O)cc(-c3ccccc3)oc2c1
45	CN(C)C(=O)Nc1ccc(Cl)c(Cl)c1

assay / compound	41	42	43	44	45
BRCT PPI red	-1.0%	2.3%	-0.6%	-0.6%	-1.8%
4-MU autofl	.	.	.	.	.
Epigenetic mod	.	.	.	.	.
A350 fluor	.	.	.	.	.
ALOX15 inhib	2%	-5%	4%	-3%	-3%
BRCT inh green	1.0%	-2.5%[3.08 µM]	-3.1%[3.08 µM]	-1.7%	-6.0%

46	COc1ccc(N2C(=O)CC(N3CCC(O)(c4cccc(C(F)(F)F)c4)CC3)C2=O)cc1 (stereo unspecified)
47	O=C(O)Cc1cc(I)c(Oc2cc(I)c(O)c(I)c2)c(I)c1
48	O=C(/C=C/c1ccc(O)c(O)c1)O[C@H]1C[C@@](O)(C(=O)O)CC(O)C1O (stereo partly specified)
49	Cc1cc(C)nc(NC(=O)c2cc3ccccc3o2)n1
50	OC[C@H]1O[C@@H](n2cnc3cncnc32)[C@H](O)[C@@H]1O

assay / compound	46	47	48	49	50
BRCT PPI red	0.7%	0.6%	-0.7%	1.5%	-0.4%
4-MU autofl	.	.	.	.	.
Epigenetic mod	.	.	.	.	.
A350 fluor	.	.	.	.	.
ALOX15 inhib	-5%	-9%	-12%	0%	-9%
BRCT inh green	1.2%	1.7%	-2.3%[3.08 µM]	-0.2%	-0.3%

51	CN(C)CCNC(=O)c1ccc(-n2c(=O)c(=O)[nH]c3ccccc32)cc1
52	CCCNC(=O)C(CC)NS(=O)(=O)c1ccc(OC)cc1 (stereo unspecified)
53	CC(=O)OC1CC2C(C)(C)C(=O)[C@@H]3OC3[C@@]2(C)C2CC[C@]3(C)C(=CC(=O)OC3c3ccoc3)[C@]12C (stereo partly specified)
54	OCC1O[C@H](O[C@H]2C(O)C(O)C(O)O[C@@H]2CO)C(O)C(O)C1O (stereo partly specified)
55	COC1OC(CO)C(OC2OC(C(=O)O)C(OC3OC(COS(=O)(=O)O)C(OC4OC(C(=O)O)C(OC5OC(CO)C(OC6OC(C(=O)O)C(OC7OC(COS(=O)(=O)O)C(OC8OC(C(=O)O)=C[C@H](O)C8OS(=O)(=O)O)C(O)C7NC(C)=O)[C@@H](O)C6O)C(O)C5NC(C)=O)[C@@H](O)C4O)C(O)C3NC(C)=O)[C@@H](O)C2O)C(O)C1NC(C)=O (stereo partly specified)

assay / compound	51	52	53	54	55
BRCT PPI red	-2.7%	-0.7%	1.1%	1.2%	0.7%
4-MU autofl	.	.	.	.	.
Epigenetic mod	.	.	.	.	.
A350 fluor	.	.	.	.	.
ALOX15 inhib	0%	2%	-1%	-5%	-23%
BRCT inh green	-4.1%	-1.1%	1.4%	-0.2%	-1.3%

A different layout for two compounds above:
Value order: BRCT PPI red, 4-MU autofl, Epigenetic mod, A350 fluor, ALOX15 inhib, BRCT inh green
55. COC1OC(CO)C(OC2OC(C(=O)O)C(OC3OC(COS(=O)(=O)O)C(OC4OC(C(=O)O)C(OC5OC(CO)C(OC6OC(C(=O)O)C(OC7OC(COS(=O)(=O)O)C(OC8OC(C(=O)O)=C[C@H](O)C8OS(=O)(=O)O)C(O)C7NC(C)=O)[C@@H](O)C6O)C(O)C5NC(C)=O)[C@@H](O)C4O)C(O)C3NC(C)=O)[C@@H](O)C2O)C(O)C1NC(C)=O (stereo partly specified)
→ 0.7%, ., ., ., -23%, -1.3%
54. OCC1O[C@H](O[C@H]2C(O)C(O)C(O)O[C@@H]2CO)C(O)C(O)C1O (stereo partly specified)
→ 1.2%, ., ., ., -5%, -0.2%

(cont.)
56	CC(=O)OCC1OC(Oc2cc(OC(C)=O)c3c(=O)cc(-c4ccc(OC(C)=O)c(OC(C)=O)c4)oc3c2)C(OC(C)=O)C(OC(C)=O)C1OC(C)=O (stereo unspecified)
57	C=C(C)C1CC[C@]2(CO)CC[C@@]3(C)[C@H](CCC4[C@@]5(C)CCC(O)C(C)(C)C5CC[C@@]43C)C12 (stereo partly specified)
58	Cc1cc(OCC(=O)NCCO)ccc1Cl
59	COc1cc(O)ccc1C(C)=O
60	O=c1c(O)c(-c2ccccc2)oc2ccc3occc3c12

assay / compound	56	57	58	59	60
BRCT PPI red	0.2%	-1.0%	1.7%	1.9%	0.1%
4-MU autofl	.	.	.	.	.
Epigenetic mod	.	.	.	.	.
A350 fluor	.	.	.	.	.
ALOX15 inhib	7%[25.6 µM]	-11%	-4%	1%	1%
BRCT inh green	1.1%	-4.1%	-0.5%	-2.9%	-0.1%
